FBW7 activator – human FBW7 E3 ligase activation, primary screen; Q969H0; AlphaScreen FBW7–phospho-cyclin E peptide binding, activator screen; normalized activity (activation), % at 26.1 µM; 0.13% of 650,000 active; in the data active = normalized activity above about 1.9%;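 note: purified mutant Fbw7 with reduced substrate affinity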
Target sequence (Q969H0 whole entry, looked up): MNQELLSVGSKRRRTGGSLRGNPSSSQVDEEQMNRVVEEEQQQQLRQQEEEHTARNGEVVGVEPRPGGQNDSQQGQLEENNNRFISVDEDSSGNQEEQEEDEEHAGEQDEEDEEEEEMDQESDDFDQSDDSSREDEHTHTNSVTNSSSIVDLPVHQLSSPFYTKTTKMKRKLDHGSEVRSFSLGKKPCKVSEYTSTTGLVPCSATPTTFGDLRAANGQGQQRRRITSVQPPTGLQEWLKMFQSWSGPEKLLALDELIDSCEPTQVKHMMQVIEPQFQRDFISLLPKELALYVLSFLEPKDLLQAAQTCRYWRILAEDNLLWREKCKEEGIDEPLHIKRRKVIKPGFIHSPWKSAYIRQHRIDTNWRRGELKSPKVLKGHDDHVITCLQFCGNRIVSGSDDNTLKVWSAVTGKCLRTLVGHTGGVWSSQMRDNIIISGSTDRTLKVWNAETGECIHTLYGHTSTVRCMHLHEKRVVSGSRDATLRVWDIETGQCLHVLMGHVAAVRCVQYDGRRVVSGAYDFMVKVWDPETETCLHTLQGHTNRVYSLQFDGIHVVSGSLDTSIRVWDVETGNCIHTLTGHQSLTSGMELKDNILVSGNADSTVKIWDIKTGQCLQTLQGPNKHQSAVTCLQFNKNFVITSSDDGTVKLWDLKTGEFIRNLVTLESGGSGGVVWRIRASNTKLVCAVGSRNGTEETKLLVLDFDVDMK
MITF primary – inhibitors of human MITF | O75030 | AlphaScreen MITF homodimerization, bead proximity signal | inhibition, % at 2.6 µM | 0.91% of 650,000 active; in the data active = inhibition above about 50%;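 note: 0% = vehicle wells with protein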
TEAD-YAP inh – TEAD-YAP interaction inhibition; AID 1259422; inhibition, % at 9.12 µM; 1.4% of 640,000 active; HEK-TIYL cells, TEAD-Gal4/YAP UAS-luciferase luminescence; in the data active = inhibition above about 32%;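 note: 0% = median of test compound wells and 100% = reference inhibitor wells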
GPR151 activ – activators of human GPR151; Q8TDV0; PathHunter beta-arrestin GPR151 cells, luminescence; activation, % at 11.2 µM; 1% of 650,000 active; AID 1508602; in the data active = activation above about 4.9%;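 note: 0% = median of compound wells and 100% = cells with positive control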
Starred values were filed as active, the others as inactive.

SMILES | FBW7 activator | MITF primary | TEAD-YAP inh | GPR151 activ
CCOc1nc(C)ccc1-c1noc(-c2ccco2)n1 | 0.1 | -19 | -17 | 0.3
COc1ccc(NC(=O)Cc2ccc(OC)c(OC)c2)c(OC)c1 | 0.1 | 7 | 4 | -1.5
COCC(C)NC(=O)/C(=C/c1ccccc1)c1ccccc1 (stereo not drawn) | 0.6 | 8 | 3 | -1.8
CCCCC1=NN2C(=N)/C(=C/c3cc(C)n(-c4ccccc4)c3C)C(=O)N=C2S1 | 0.1 | 10 | 2 | -0.9
COc1ccc(-n2c(SCC(=O)N3CCc4ccccc43)nnc2-c2ccncc2)cc1 | -0.1 | 2 | 6 | -0.1
c1ccc(CN2CCN(C3CCCCC3)CC2)nc1 | 0.7 | 60* | 5 | -2.3
COc1ccc(NC(=O)C2CCN(C(=O)N3CCOc4ccccc43)CC2)cc1 | 0.0 | 7 | 2 | 2.6
CCN(CC)C(=O)CCN1Cc2cc(Cl)ccc2OC(C)C1 (stereo not drawn) | -0.1 | -8 | -11 | 1.7
CCOc1ccc(NS(=O)(=O)c2ccc(OC)c(OC)c2)cc1 | 0.1 | 3 | 0 | -1.3
Cc1ccc(CN2CCN(/N=C/C=C/c3ccccc3[N+](=O)[O-])CC2)cc1 | -0.9 | 13 | 5 | 1.3
CC(C)NC(=O)CN1N=C(C(C)(C)C)Cn2c(cc3ccccc32)C1=O | -0.2 | 2 | 0 | 0.2
Cc1cccc(NC(=O)c2ccc(OCc3ccccc3Cl)cc2)n1 | -0.1 | 12 | -8 | -5.0
CCOC(=O)c1c(N)oc2c(-c3ccc(Cl)cc3)c3c(C(=O)OCC)c(N)oc3cc12 | 0.5 | 12 | 12 | 0.3
COc1ccc([N+](=O)[O-])cc1NC(=S)NC(NC=O)C(Cl)(Cl)Cl (stereo not drawn) | 0.1 | -8 | -3 | 0.1
Cc1ccc(N2C(=O)NC(=O)/C(=C/c3cccc(F)c3)C2=O)cc1 | 0.0 | 12 | -2 | 2.8
O=C1NC(c2cccc([N+](=O)[O-])c2)/C(=C(\O)c2ccc(Cl)cc2)C1=O (stereo not drawn) | 0.1 | 18 | 2 | -0.3
Cc1ccccc1CN1C(=O)CSc2ccc(C(=O)NC(C)CCc3ccccc3)cc21 (stereo not drawn) | 0.0 | 0 | 6 | -0.8
O=C(CC(=O)N/N=C/c1ccccc1F)N/N=C/c1ccccc1F | 0.8 | 14 | 10 | 3.3
COc1ccc(/C(O)=C2\C(=O)C(=O)N(Cc3cccnc3)C2c2ccccc2OC)cc1C (stereo not drawn) | -0.3 | -8 | 2 | 0.3
Cn1cc(C(=O)NCc2cccs2)c2ccccc2c1=O | 0.0 | 7 | 4 | -1.1
CCOc1cccc(C2CC(c3ccc(Cl)cc3)=NC(c3ccccc3F)N2)c1O (stereo not drawn) | 0.2 | 15 | -1 | 1.7
Cc1ccc2c(c1)C1CC(C)(O2)N(c2cccc(C(=O)O)c2C)C(=O)N1 (stereo not drawn) | 0.2 | 0 | 0 | -0.4
Fc1cccc(CN2CCCC(c3nc4ccc(-c5ccncc5)cc4n3Cc3cccc(F)c3)C2)c1 (stereo not drawn) | 0.2 | 28 | 8 | -0.2
CCc1ccccc1NC(=O)c1cc(S(=O)(=O)N2CCC3(CC2)OCCO3)ccc1F | -0.7 | 8 | -4 | 0.2
C/C(=N/NC(=O)CNC(=O)c1ccccc1F)c1ccc(C)cc1 | 0.0 | 14 | -4 | 1.7
SMILES | FBW7 activator | MITF primary | TEAD-YAP inh | GPR151 activ
Cc1ccccc1C(=O)Nc1ccc(S(=O)(=O)N2CCC(c3nc4ccccc4[nH]3)CC2)cc1 | 0.0 | 0 | 10 | 0.8
Cc1ccc(/C(O)=C2/C(=O)C(=O)N(CCCN(C)C)C2c2ccncc2)cc1 (stereo not drawn) | 0.2 | 15 | 1 | -0.8
N#C/C(=C/c1ccc(Br)o1)c1ccc2c(c1)OCO2 | -0.1 | 13 | -15 | 1.7
CCOC(=O)c1sc2nc(SCC(=O)NCc3ccccc3Cl)n(CCc3ccc(Cl)cc3)c(=O)c2c1C | 0.0 | 3 | 2 | 1.4
CCOC(=O)c1ccc(NC(=O)Cn2cnc3c(cnn3-c3ccc(C)cc3)c2=O)cc1 | 0.5 | 7 | 18 | -0.6
CCOC(=O)C1OC12CCOC(C)(CC)C2 (stereo not drawn) | 1.2 | 12 | 7 | -1.6
O=C(Nc1cccc2ccccc12)c1cc([N+](=O)[O-])ccc1Cl | 0.0 | 14 | 60* | 1.5
CCOC(=O)c1c(C(F)(F)F)nc2n1CCN(C(=O)c1n[nH]c3c1CCC3)C2 | 0.1 | 15 | -12 | -0.2
CC(=O)Nc1ccc(S(=O)(=O)NCC(=O)OCC(=O)NC(=O)c2cccn2C)cc1 | -0.1 | -18 | -5 | 2.8
FC(F)(F)c1cc(N2CCN(c3ccccc3)CC2)n2ncnc2n1 | 0.6 | 16 | 9 | -2.5
CC1CCCCN1c1ccc(C(F)(F)F)cc1NC(=O)c1ccc(Oc2ccc(C(F)(F)F)cc2[N+](=O)[O-])cc1 (stereo not drawn) | -0.2 | -10 | -1 | 1.6
O=C(CSc1ccccn1)N/N=C/c1ccc(Cl)cc1 | 0.2 | 2 | -4 | 1.0
COc1ccccc1Nc1nnc(Cc2ccccc2)c(=O)[nH]1 | 0.1 | -4 | 17 | 0.9
N#Cc1c(SCC(N)=O)nsc1SCC(N)=O | -0.4 | -4 | -6 | -0.9
Cc1ccccc1C(=O)Nc1sc2c(c1C(=O)N1CCOCC1)CCC2 | -0.1 | 9 | 4 | -0.4
Cc1ccc(NC(=O)c2ccc3c(c2)C(=O)N(Cc2cccnc2)C3=O)c(C(=O)O)c1 | -0.1 | -6 | -8 | 0.9
COc1cc(Cl)cc(N=Nc2c(C)n[nH]c2C)c1 | 0.1 | -17 | -4 | 0.1
O=C(N/N=C/c1cc(Cl)cc([N+](=O)[O-])c1O)c1ccncc1 | -0.1 | 22 | 2 | 0.5
COc1cc2nc(Nc3ccc(-n4ccnc4)cc3)nc(N)c2cc1OC | -0.2 | -1 | -3 | -0.5
COc1ccc(Cl)cc1NC(=O)Cc1cccs1 | 0.2 | -2 | 2 | 0.7
COc1cc(Nc2nc(Nc3nc4ccccc4n3C)ncc2C)cc(OC)c1OC | -0.1 | 13 | 4 | 0.3
Cc1ccc(-c2nnc(Nc3cccc(Br)c3)c3ccccc23)cc1S(=O)(=O)NC(C)(C)C | 0.3 | -14 | -1 | -0.5
COc1cc(/C=C2/SC(N)=NC2=O)ccc1OC(=O)c1ccccc1Cl | 0.1 | 6 | 18 | 1.2
CC1=C(C(=O)OCc2ccccc2)C(c2ccccc2Cl)CC(=O)N1 (stereo not drawn) | 1.0 | 14 | 2 | -0.1
COc1ccccc1NC(=O)Cn1nc(C(F)(F)F)n(N)c1=S | 0.0 | 2 | 4 | -0.5
SMILES | FBW7 activator | MITF primary | TEAD-YAP inh | GPR151 activ
COCCn1c(Cc2ccccc2)n[nH]c1=S | -0.2 | 3 | 0 | 0.9
CC(=O)C1C(=O)C=C(C)OC1=O (stereo not drawn) | -0.1 | -9 | -10 | -1.2
Cc1nn(C)c(C)c1-c1cccc(C(N)=O)n1 | 0.0 | 5 | 3 | 1.7
CSCc1csc(NC(=O)Cc2ccccc2)n1 | 1.1 | 14 | -59 | 0.8
COc1ccc(-c2oc3ncnc(N)c3c2-c2ccccc2)cc1 | -0.1 | 14 | 2 | -1.0
O=C(CCCN1C(=O)c2ccccc2C1=O)Nc1ccccc1 | -0.1 | 6 | 3 | -0.5
COC(=O)C1=NNC(C(=O)c2ccccc2)C1c1ccccc1 (stereo not drawn) | 0.8 | 13 | 8 | -0.7
COc1ccc(NC(=O)C2CCCN2C(=O)OCc2ccccc2)cc1Cl (stereo not drawn) | 0.4 | -1 | 4 | -1.6
CCN1C(=O)c2cccc3c(S(=O)(=O)NCCC(=O)O)ccc1c23 | -0.1 | 7 | -4 | 1.0
O=C(Nc1ccc2c(c1)Cc1ccccc1-2)c1cc(Cl)ccc1Cl | -0.1 | -8 | 8 | 0.1
CC(C)N(CCNc1nc(NCCCN2CCCC2=O)nc2c1ncn2C(C)C)C(C)C | 0.0 | 5 | 13 | -0.1
C=CCOc1ccc(/C=N/NC(=O)COc2c(OC)cc([N+](=O)[O-])cc2[N+](=O)[O-])cc1 | 0.1 | 5 | -14 | -1.1
N#CC1=C(SCC(N)=O)NC(=O)CC1c1cccc(Cl)c1Cl (stereo not drawn) | 0.2 | 6 | 8 | -0.7
Cc1sc2ncn3c(SCC(=O)c4ccc5c(c4)OCCO5)nnc3c2c1C | -0.2 | 15 | 7 | -0.7
COc1ccccc1-c1nc(-c2ccc(NC(=O)c3cccs3)cc2)no1 | 0.2 | 6 | -33 | -0.7
Cc1c(Br)c(C(F)(F)F)nn1CC(=O)Nn1c(-c2cccs2)nc2ccccc2c1=O | -0.1 | -5 | 0 | -0.5
C/C(CC(C)C)=N\NC(=O)c1nnn(-c2nonc2N)c1C | 0.1 | -2 | 7 | -0.5
O=C(N(c1ccc(Cl)cc1)C1C=CS(=O)(=O)C1)C(F)(F)F (stereo not drawn) | -0.1 | 16 | 18 | 0.4
C=CCn1c(=O)c2c(nc3n(CCCC)c(C)cn23)n(C)c1=O | 0.2 | 5 | 10 | 0.9
COc1ccc(-n2nnc(C(N)=O)c2C)cc1Cl | -0.1 | -1 | -10 | -1.4
C=CCN1C(=O)S/C(=C/c2ccc(OCC(=O)O)c(Br)c2)C1=O | -0.1 | 0 | 1 | -0.6
CCN(CC)c1ccc2cc(C(=O)Nc3ccccc3Cl)c(=N)oc2c1 | 0.0 | 1 | -10 | 0.4
CC(C)c1ccc(C=Nc2ccc(S(N)(=O)=O)cc2)cc1 | -0.2 | -16 | 1 | -1.8
Cc1ccc(N(C(=O)c2ccc(F)cc2)C2C=CS(=O)(=O)C2)cc1 (stereo not drawn) | 0.0 | 6 | 3 | 1.6
CC1=C(C(=O)OCCOC(C)C)C(c2ccc(N(C)C)cc2)C2=C(CCCC2=O)N1 (stereo not drawn) | -0.2 | 4 | 10 | -0.1

Gathered by group: the compounds so far containing a nitro group on carbon.
SMILES | FBW7 activator | MITF primary | TEAD-YAP inh | GPR151 activ
Cc1ccc(CN2CCN(/N=C/C=C/c3ccccc3[N+](=O)[O-])CC2)cc1 | -0.9 | 13 | 5 | 1.3
COc1ccc([N+](=O)[O-])cc1NC(=S)NC(NC=O)C(Cl)(Cl)Cl (stereo not drawn) | 0.1 | -8 | -3 | 0.1
O=C1NC(c2cccc([N+](=O)[O-])c2)/C(=C(\O)c2ccc(Cl)cc2)C1=O (stereo not drawn) | 0.1 | 18 | 2 | -0.3
O=C(Nc1cccc2ccccc12)c1cc([N+](=O)[O-])ccc1Cl | 0.0 | 14 | 60* | 1.5
CC1CCCCN1c1ccc(C(F)(F)F)cc1NC(=O)c1ccc(Oc2ccc(C(F)(F)F)cc2[N+](=O)[O-])cc1 (stereo not drawn) | -0.2 | -10 | -1 | 1.6
O=C(N/N=C/c1cc(Cl)cc([N+](=O)[O-])c1O)c1ccncc1 | -0.1 | 22 | 2 | 0.5
C=CCOc1ccc(/C=N/NC(=O)COc2c(OC)cc([N+](=O)[O-])cc2[N+](=O)[O-])cc1 | 0.1 | 5 | -14 | -1.1

(continued)
SMILES | FBW7 activator | MITF primary | TEAD-YAP inh | GPR151 activ
NC1CCN(Cc2ccccc2)CC1 | -0.2 | 11 | 4 | -0.2
Cc1c(C(=O)Oc2ccccc2)sc2ncn(Cc3ccccc3F)c(=O)c12 | -0.1 | 11 | 7 | 1.0
CCOC(=O)c1ccc(NC(=O)c2c(NCc3ccc(OC)cc3)sc3c2CCC3)cc1 | 0.0 | -7 | 11 | 2.5
Cc1nc2ccc(S(=O)(=O)NCC(=O)NC3CCCCCC3)cc2s1 | 0.0 | -6 | -7 | -0.2
CCOc1ccc(/C=C2/NC(=O)N(Cc3ccc(Br)cc3)C2=O)cc1OCC | 0.7 | 0 | 20 | -0.1
Cc1ccc(S(=O)(=O)N2Cc3ccccc3C[C@H]2C(=O)Nc2cccc3ccccc23)cc1 | 0.9 | 11 | 14 | -1.4
C=CCn1c(=NC(=O)/C=C/c2cccs2)sc2cc(S(N)(=O)=O)ccc21 | 0.0 | 12 | 15 | 3.1
Cc1cccc(C(=O)NCCc2ccc(S(N)(=O)=O)cc2)c1[N+](=O)[O-] | 0.2 | 13 | -12 | -0.9
O=C(CSc1nnc2ncccn12)N1CCN(C(=O)c2ccco2)CC1 | 0.2 | 5 | -13 | 1.8
CC(C)n1c(Nc2cccnc2)nc2c(NCCOc3ccccc3)ncnc21 | 0.0 | -2 | -8 | -1.1
O=c1[nH]c(=O)n(-c2ccc(I)cc2)c(O)c1/C=C1\C=CC=N1 | 0.0 | -12 | -1 | -1.5
COc1nc(Oc2cccc(C=O)c2)nc(N2CCCCC2)n1 | -0.1 | 7 | -4 | 0.1

In the list so far, these contain a tert-butyl group.
SMILES | FBW7 activator | MITF primary | TEAD-YAP inh | GPR151 activ
CC(C)NC(=O)CN1N=C(C(C)(C)C)Cn2c(cc3ccccc32)C1=O | -0.2 | 2 | 0 | 0.2
Cc1ccc(-c2nnc(Nc3cccc(Br)c3)c3ccccc23)cc1S(=O)(=O)NC(C)(C)C | 0.3 | -14 | -1 | -0.5

Compound activity deposited in PubChem by The Scripps Research Institute Molecular Screening Center.
